Assay outcomes from PubChem.
GSTO1 counter – counter-screen for RBBP9 inhibitors: inhibitors of human GSTO1. actives 1.1% (n = 300,000). AID 1974. P78417. recombinant GSTO1, activity-based probe fluorescence polarization. inhibition, % at 5.96 µM;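 active = inhibition above the campaign mean inhibition plus 3 SD, cut at about 35% in these data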;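 note: 0% = GSTO1-1 with DMSO and 100% = wells lacking GSTO1-1 enzyme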
LYPLA1 counter – LYPLA1 (human) inhibition in PME1 counter-screen; actives 0.16% (n = 320,000); O75608; AID 2174; inhibition, % at 5.9 µM; recombinant LYPLA1, FP-Rh probe fluorescence polarization;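 active = inhibition above the mean of all tested compounds plus 3 SD, set per campaign, cut at about 14% in these data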;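 note: inhibitors block serine hydrolase probe labeling of LYPLA1 so polarization falls; 0% = enzyme with DMSO and 100% = wells lacking LYPLA1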
LYPLA2 inh – counter-screen for PME1 inhibitors: inhibitors of human LYPLA2 | O95372 | recombinant LYPLA2, FP-Rh probe fluorescence polarization | inhibition, % at 5.9 µM | actives 0.38% (n = 320,000) | AID 2177;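 active = inhibition above the screen-wide mean plus 3 SD, limit set per campaign, cut at about 26% in these data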;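 note: 0% = LYPLA2 with DMSO and 100% = wells lacking LYPLA2 enzyme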
PAFAH1B3 FP inh – PAFAH1B3 (human) inhibition | Q15102 | actives 0.28% (n = 340,000) | inhibition, % at 3.39 µM | recombinant PAFAH1B3, FP-rhodamine probe, fluorescence polarization;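 active = inhibition above the screen-wide average of all tested compounds plus 3 SD, cut at about 25% in these data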;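 note: 0% = enzyme with DMSO only and 100% = wells lacking PAFAH1B3 protein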
pPAFAH FP inh – inhibitors of human plasma PAF acetylhydrolase (pPAFAH). Q13093. inhibition, % at 3.39 µM. recombinant pPAFAH, FP-rhodamine probe fluorescence polarization. actives 1.5% (n = 330,000);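 active = inhibition above the mean inhibition across the screen plus 3 SD, cut at about 25% in these data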;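 note: inhibitors block binding of the rhodamine activity-based probe so polarization drops; 0% = enzyme with DMSO and 100% = wells lacking pPAFAH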
PME-1 primary – blocks human protein phosphatase methylesterase 1; recombinant PME-1, FP-Rh probe fluorescence polarization; inhibition, % at 5.9 µM; actives 0.53% (n = 320,000);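 active = inhibition above the campaign mean of all compounds plus 3 SD, cut at about 26% in these data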;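 note: competitive labeling of PME-1 active site by serine hydrolase directed probe; 0% = PME-1 with DMSO and 100% = wells lacking PME-1 enzyme; inhibitors block probe labeling so polarization falls and inhibition rises; many of its hits are not listed in these tables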
PAD4 inh – PAD4 (human) enzyme inhibition | AID 485272 | inhibition, % at 6.36 µM | recombinant PAD4, RCA probe fluorescence polarization | actives 0.41% (n = 330,000);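 active = percent inhibition above a cutoff equal to the mean of all tested compounds plus 3 SD, cut at about 15% in these data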;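 note: 0% = PAD4 with RCA probe and DMSO and 100% = probe without PAD4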
PREPL inh – inhibitors of human prolyl oligopeptidase-like enzyme PREPL. inhibition, % at 5.96 µM. Q4J6C6. actives 0.68% (n = 320,000). recombinant PREPL, fluorescence polarization activity-based probe; in the data active = inhibition above about 43%;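 note: 0% = enzyme with DMSO and 100% = wells lacking enzyme; many of its hits are not listed in these tables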
Target sequence (Q4J6C6 whole entry, looked up): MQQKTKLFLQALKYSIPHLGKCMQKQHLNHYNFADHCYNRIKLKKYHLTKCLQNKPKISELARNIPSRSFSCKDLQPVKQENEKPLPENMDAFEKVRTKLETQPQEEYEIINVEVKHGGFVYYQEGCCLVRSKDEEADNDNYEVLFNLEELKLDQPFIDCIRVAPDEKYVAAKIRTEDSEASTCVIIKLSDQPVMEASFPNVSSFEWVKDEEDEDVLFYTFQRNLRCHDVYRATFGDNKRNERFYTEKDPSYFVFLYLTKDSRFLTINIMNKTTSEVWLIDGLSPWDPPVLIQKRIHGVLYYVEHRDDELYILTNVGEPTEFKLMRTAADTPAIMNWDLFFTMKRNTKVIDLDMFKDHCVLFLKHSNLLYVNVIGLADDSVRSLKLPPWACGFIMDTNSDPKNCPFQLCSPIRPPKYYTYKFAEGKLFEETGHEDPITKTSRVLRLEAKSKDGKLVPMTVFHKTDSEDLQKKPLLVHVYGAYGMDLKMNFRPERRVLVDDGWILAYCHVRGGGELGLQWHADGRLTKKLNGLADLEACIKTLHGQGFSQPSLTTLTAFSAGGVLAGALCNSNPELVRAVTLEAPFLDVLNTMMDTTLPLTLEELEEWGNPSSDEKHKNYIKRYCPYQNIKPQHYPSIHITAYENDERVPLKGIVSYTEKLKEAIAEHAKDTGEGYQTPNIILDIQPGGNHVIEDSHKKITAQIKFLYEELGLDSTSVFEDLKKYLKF
PAFAH1B2 inh – PAFAH1B2 (human) inhibition. recombinant PAFAH1B2, FP-rhodamine activity probe, fluorescence polarization. AID 492953. P68402. inhibition, % at 3.39 µM. actives 1.2% (n = 340,000);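 active = inhibition above the mean of all tested compounds plus 3 SD, cut at about 24% in these data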;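 note: 0% = enzyme with DMSO and 100% = wells lacking PAFAH1B2; many of its hits are not listed in these tables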
Target sequence (P68402 whole entry, looked up): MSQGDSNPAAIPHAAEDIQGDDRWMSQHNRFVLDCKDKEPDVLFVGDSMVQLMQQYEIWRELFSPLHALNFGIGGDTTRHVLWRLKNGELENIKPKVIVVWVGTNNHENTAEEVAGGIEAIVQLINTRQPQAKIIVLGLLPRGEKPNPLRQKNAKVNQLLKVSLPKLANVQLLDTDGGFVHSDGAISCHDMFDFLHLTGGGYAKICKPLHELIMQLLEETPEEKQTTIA
Starred values were filed as active, the others as inactive; . = no result given. Not all compounds are listed, so the mix of outcomes need not match the whole.

Value order: LYPLA1 counter, PAD4 inh, GSTO1 counter, pPAFAH FP inh, PAFAH1B3 FP inh, PAFAH1B2 inh, LYPLA2 inh, PREPL inh, PME-1 primary
COc1ccc(C(=O)c2c3ccc(C(F)(F)F)cc3[n+]([O-])n2CCCC(N)=O)cc1
 : 1.2, -1.1, 4.8, -1.1, 10.1, 6.8, -3.0, 11.5, 2.0
O=C(O)CSCc1nc2ccccc2s1
 : -0.2, -2.7, 2.0, -3.2, 2.2, 4.8, -1.9, 5.9, 0.2
O=C(CNC(=O)c1ccncc1)N/N=C/c1cc(Br)ccc1O
 : 4.1, 0.3, 2.1, -0.2, 11.4, 8.4, -1.4, 8.0, -0.9
COc1ccc2c(C)nc(Nc3nc(C)c(C)c(=O)[nH]3)nc2c1
 : -1.0, -1.9, 5.3, 8.2, 7.4, 6.2, 0.0, 12.2, 10.4
CCOC(=O)c1c(-c2ccccc2)nc2ccc(C)cn12
 : -0.4, -1.6, 5.0, 1.2, 3.5, 3.2, -1.1, 15.4, 2.0
COc1cc(CNC(=O)c2ccc(Cn3nc(C)c(Cl)c3C)o2)cc(OC)c1
 : -3.3, 2.3, -2.7, 7.1, -1.3, 3.9, -3.2, -9.6, 2.2
COc1ccc(Br)cc1CNC(=O)CCNC(=O)Cn1ccc2ccccc2c1=O
 : -5.4, 1.1, 2.3, 2.8, 7.6, 4.3, -0.2, -0.5, -1.6
COc1ccc(/C=N/NC(C)(C)C)c(OC)c1
 : 0.4, -2.3, 1.7, -1.8, 6.3, 5.1, 4.0, -3.0, -4.4
CCN1CCCC1CNC(=O)c1cc(N)ccc1OC (configuration not stated)
 : -3.2, 0.9, -1.9, -2.1, ., ., -4.6, 3.0, 7.0
Cc1sc(N)nc1C12CC3CC(CC(C3)C1)C2
 : -2.1, -1.1, 7.8, 0.0, 8.1, 23.8, -7.7, -5.5, 7.4
COc1ccc2c(c1)C1(Nc3ccccc3C(=O)N1c1ccccc1)C(=O)N2 (configuration not stated)
 : 1.1, 2.0, -3.3, -0.6, 6.0, 0.1, 6.5, -4.6, 5.2
Cc1ccc(S(=O)(=O)N2CCCCC2CCNC(=O)C(=O)NCCc2ccco2)cc1 (configuration not stated)
 : 2.3, -3.6, 6.2, 10.9, -0.1, 2.3, 1.9, 0.1, 1.7
Cc1nn(C)c(C(=O)Nc2ccc(Cl)c([N+](=O)[O-])c2)c1Cl
 : 1.0, 0.2, 0.8, -2.8, 12.1, -0.8, 1.4, 3.3, -2.8
COc1ccc(C(=O)O/N=C2\CCCc3nonc32)cc1
 : 1.2, 3.7, 2.4, 1.7, 1.4, 7.9, 41.9*, 43.0, 8.3
COc1ccc(S(=O)(=O)N2CCN(CC(=O)Nc3ccccc3OC)CC2)cc1
 : -0.5, -1.9, -0.4, -0.3, 2.3, -3.8, -4.6, 10.3, -5.4
Cc1cc(C)c2oc(C(=O)Nc3nnc(C(C)C)s3)cc(=O)c2c1
 : -1.2, -2.1, -17.4, 0.7, 2.8, -0.8, -6.3, -1.4, 1.7
C=CCN(c1cccc(C(F)(F)F)c1)S(=O)(=O)c1cccc(C(=O)OCC(=O)NC)c1
 : -1.8, -0.1, -2.5, 0.6, 6.7, -0.1, 7.1, -6.0, -4.8
Cc1ccc(Cn2c(=N)n(CC(O)COc3ccccc3)c3ccccc32)cc1 (configuration not stated)
 : -0.6, -1.7, -8.9, -4.5, 1.8, -0.2, 8.4, -66.0, -3.5
COc1ccc(OC)c(S(=O)(=O)Nc2cccc3c(O)cccc23)c1
 : -5.3, -6.5, 30.6, 6.3, ., ., -8.8, 9.7, -0.1
Cc1ccccc1Oc1nc2ccccn2c(=O)c1/C=C(\C#N)C(=O)Nc1c(C)n(C)n(-c2ccccc2)c1=O
 : -0.5, -0.5, -3.1, 3.6, 5.2, -1.3, 1.4, -2.8, 2.9
O=C(Nc1nc(-c2ccc3c(c2)OCO3)cs1)C1COc2ccccc2O1 (configuration not stated)
 : -8.2, -6.9, -2.7, -3.3, -5.3, -3.9, -14.7, -11.0, -12.1
C#CCNc1cc(-c2ccccc2)nc2ncnn12
 : 2.7, -0.9, 5.5, 3.4, 4.8, 3.2, 3.4, 13.7, -3.9
COc1ccc(C(=O)N2CCC(C(=O)NCc3ccccn3)CC2)cc1
 : 1.5, 0.4, -4.3, 3.9, 6.0, 1.0, 3.9, 0.1, -9.6
COc1ccc(-n2nc(C(=O)NCC(=O)NC3CCCCCC3)c3ccccc3c2=O)c(OC)c1
 : -1.1, 2.2, 1.0, 0.0, -2.5, 1.6, -8.4, -2.2, 0.9
CCOC(=O)N1CCN(C(=O)CSc2cc(C)nc3c(-c4ccccc4OC)c(C)nn23)CC1
 : -1.7, 4.8, 20.6, -0.2, 3.0, -0.8, 4.5, 1.6, -0.6
COc1ccc(S(=O)(=O)N2CCOCC2)cc1NC(=O)COc1ccc2c(C)cc(=O)oc2c1
 : ., 4.3, ., 0.0, 3.5, -2.8, ., 9.6, .
CN(C)Cc1c(-c2ccc(Cl)cc2)nc2ccccn12
 : 0.6, -5.8, -2.1, 4.5, 3.7, 4.2, -0.5, -2.5, -2.6
CCCN1C(=O)c2ccccc2NC1c1cc(OC)c(OC)c(OC)c1 (configuration not stated)
 : 0.2, 2.7, -8.9, 0.1, 2.9, 2.3, 3.1, -1.8, -6.7
Cc1c(S(=O)(=O)N2CCCC(C(=O)O)C2)cnn1C (configuration not stated)
 : 0.2, -7.1, -1.3, 4.2, 2.3, -0.2, 6.7, 4.9, 0.9
COc1ccc(NC(=O)c2ccc(COCC(F)(F)F)cc2)cc1OC
 : 5.3, 0.4, -2.6, -3.0, 5.6, -4.3, 9.4, 0.2, 4.1
CCOC(=O)C(NC(C)=O)C(=O)Nc1ccc(C(C)C)cc1 (configuration not stated)
 : 0.8, -1.6, 3.3, 4.8, -2.5, 1.7, 1.9, -1.4, 4.9
COCCCNC(=O)CC1Oc2ccccc2NC1=O (configuration not stated)
 : 1.4, 6.7, 7.3, -0.2, 8.5, -0.9, 1.6, 0.5, -2.5
CSc1c(SCc2ccccc2)cnn(Cc2ccccc2)c1=O
 : 15.0*, 12.8, 10.5, 11.6, 4.3, 4.4, 22.9, 3.6, 13.2
COc1ccc(C(=O)NCCc2nnc3ccc(SCC(=O)N4CCCCC4)nn23)cc1
 : 0.1, -4.5, -5.8, -1.6, -6.8, 10.0, 5.7, 16.3, 4.4
Cc1cc(C)nc(NS(=O)(=O)c2ccc(NC(=O)c3ccc(S(=O)(=O)N4CC(C)OC(C)C4)cc3)cc2)n1 (configuration not stated)
 : 0.4, -2.2, 2.2, 2.6, 7.5, 1.5, 6.3, -2.6, -1.0
CCOC(=O)C1=C(N)N(c2ccc(N3CCCCC3)cc2)C(=O)C1
 : -4.3, 1.1, 2.0, 11.7, -6.6, -2.6, 4.5, 4.0, 3.8
COCCNC(=O)C(NC(=O)C1CCC(C)CC1)C(C)C (configuration not stated)
 : 1.3, 1.0, 1.1, 2.0, 7.8, 5.3, -1.0, -3.5, -0.9
CC(=O)NNC(=O)N1Cc2ccccc2Oc2ccc(Cl)cc21
 : 1.6, -1.9, 1.7, 2.8, 3.1, -2.8, 1.5, -0.8, -0.5
N#CC1=C(N)SC(N)=C(C#N)C1c1ccoc1
 : -5.7, 13.0, 23.5, 68.4*, ., ., -4.9, 33.8, -6.9
CNC(=O)c1[nH]cnc1C(=O)Nc1ccccc1OC
 : 0.2, 0.6, -0.5, 3.9, 4.2, 2.5, 2.3, -4.2, 9.2

Some values from the results shown:
For pPAFAH FP inh, COc1ccc(C(=O)N2CCC(C(=O)NCc3ccccn3)CC2)cc1 reads 3.9
For PAFAH1B2 inh, Cc1c(S(=O)(=O)N2CCCC(C(=O)O)C2)cnn1C (configuration not stated) reads -0.2
For PAFAH1B3 FP inh, COc1ccc(S(=O)(=O)N2CCN(CC(=O)Nc3ccccc3OC)CC2)cc1 reads 2.3
For LYPLA2 inh, CNC(=O)c1[nH]cnc1C(=O)Nc1ccccc1OC reads 2.3

Next compounds:
Value order: LYPLA1 counter, PAD4 inh, GSTO1 counter, pPAFAH FP inh, PAFAH1B3 FP inh, PAFAH1B2 inh, LYPLA2 inh, PREPL inh, PME-1 primary
Cc1ccc(SCc2cc(=O)[nH]c(N3CCN(C)CC3)n2)cc1
 : 0.4, -6.3, 6.5, 1.2, 8.9, 17.3, -1.1, 2.2, -9.8
Cc1c([N+](=O)[O-])ccc(S(=O)(=O)N2CCC(C(N)=O)CC2)c1C
 : -3.6, -1.8, 1.1, 2.6, 10.7, 2.3, 1.7, -4.7, 14.6
COC(=O)c1sccc1NC(=O)/C=C/c1ccc(Cl)cc1
 : -5.7, -7.6, 3.2, -8.2, 0.4, 3.4, -0.6, 4.1, -43.4
CN(CC(=O)Nc1cccc(F)c1)C(=O)c1ccc(OCc2cn3ccccc3n2)cc1
 : ., 2.5, ., 0.9, 1.8, 2.3, ., 12.5, .
CC(C)N(C(=O)[C@H]1C[C@H](CC(=O)NCCCn2ccnc2)C(=O)N2CCc3c([nH]c4cc(-c5ccco5)ccc34)[C@]12C)C(C)C
 : ., 1.5, ., 3.2, 6.9, 3.0, ., ., .
Cc1ccc([N+](=O)[O-])cc1S(=O)(=O)n1ccnc1C
 : 2.0, -2.8, -2.1, -3.2, 8.4, -2.6, -0.4, 9.5, 0.2
Nc1c(C(=O)NC2CCCC2)c2nc3ccccc3nc2n1N
 : 0.0, -2.6, -2.8, 24.7*, 0.3, 2.6, -0.6, 44.0*, 13.1
COCCNC(=O)COc1ccc(C)c(C)c1
 : -1.3, -5.5, -1.8, 1.5, -0.4, 2.1, -1.9, 15.8, 3.7
CCCCn1c(N)c(N(CC)C(=O)c2cc3c(s2)CCCCC3)c(=O)[nH]c1=O
 : -0.4, -4.1, -0.5, -3.5, 10.7, 6.3, -7.8, 4.0, -6.0
O=C(/C=C/NCc1ccc(F)cc1)c1ccccc1
 : 4.1, 2.3, -2.3, 0.0, 1.0, 5.8, 9.5, 19.2, -0.5
COC(=O)/C=C/C(=O)N1CCN(c2cccc(Cl)c2)CC1
 : -2.9, 1.6, -0.1, 6.5, ., ., 3.6, 20.9, 5.6

Arranged by value in PREPL inh (falling): three from the list above
molecule	PAD4 inh	pPAFAH FP inh	PAFAH1B3 FP inh	PAFAH1B2 inh	PREPL inh	PME-1 primary
COCCNC(=O)COc1ccc(C)c(C)c1	-5.5	1.5	-0.4	2.1	15.8	3.7
CN(CC(=O)Nc1cccc(F)c1)C(=O)c1ccc(OCc2cn3ccccc3n2)cc1	2.5	0.9	1.8	2.3	12.5	.
Cc1ccc(SCc2cc(=O)[nH]c(N3CCN(C)CC3)n2)cc1	-6.3	1.2	8.9	17.3	2.2	-9.8
